Vif inh: HIV Vif inhibition | HEK293T cells, Vif self-association by quenched fluorescence, imaging, 24 h | inhibition, % at 7.49 µM | hit rate 0.35% among 340,000; in the data active = inhibition above about 50%, passing the limit was not always enough; inconclusive = no clear call, values can overlap the other calls; inactive = below about 31%; also: some results filed as inactive read as strong as hits
CaV13 FRET inh: Primary screen for inhibitors of IQ motif and Ca2+-dependent inactivation inhibitor domain binding in CACNA1D, Förster resonance energy transfer in living cells, …. HEK cells, CFP/YFP FRET ICDI-IQ, plate reader, 10 min; percent FRET-ratio fall versus neutral wells. inhibition, % at 12.3 µM. hit rate 0.098% among 340,000. AID 743397;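 active = mean replicate inhibition of at least 30% and at least 1% of replicates passing that level; inconclusive = only one of the two criteria is met; inactive = neither criterion is met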;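 also: 0% = median of the neutral control wells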
HIF-2a inh: blocks HIF-2a reporter activity; 786-0 RCC cells HIF-2a reporter, luciferase luminescence, overnight; inhibition, % at 18.8 µM; hit rate 0.72% among 360,000; AID 624352;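 active = inhibition of the luminescence signal of 40% or more relative to plate controls, in a single-dose primary screen at 18.75 µM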
KKLEB tox: CF airway cell cytotoxicity counter-screen | KKLEB CF airway cells viability, ATPlite luminescence, overnight; active compounds read low; cells stimulated with P. aeruginosa culture filtrate | activity change (cytotoxicity), % at 5 µM | hit rate 0.36% among 360,000;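 active = corrected activity change at or below -50% at 5 µM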
NR2E3 ag-1: agonists of human nuclear receptor NR2E3; Q9Y5X4; hit rate 0.12% among 320,000; AID 2300; GST-NR2E3/biotin-RetCOR TR-FRET, 1536-well; inhibition of corepressor binding, % at 4.78 µM;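 active = percent inhibition above the cutoff of mean plus 3 SD of all tested compounds, set per screening campaign, cut at about 20% in these data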;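 also: 0% = DMSO wells and 100% = biotin wells as full block of FRET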
Target sequence (Q9Y5X4 whole entry, looked up): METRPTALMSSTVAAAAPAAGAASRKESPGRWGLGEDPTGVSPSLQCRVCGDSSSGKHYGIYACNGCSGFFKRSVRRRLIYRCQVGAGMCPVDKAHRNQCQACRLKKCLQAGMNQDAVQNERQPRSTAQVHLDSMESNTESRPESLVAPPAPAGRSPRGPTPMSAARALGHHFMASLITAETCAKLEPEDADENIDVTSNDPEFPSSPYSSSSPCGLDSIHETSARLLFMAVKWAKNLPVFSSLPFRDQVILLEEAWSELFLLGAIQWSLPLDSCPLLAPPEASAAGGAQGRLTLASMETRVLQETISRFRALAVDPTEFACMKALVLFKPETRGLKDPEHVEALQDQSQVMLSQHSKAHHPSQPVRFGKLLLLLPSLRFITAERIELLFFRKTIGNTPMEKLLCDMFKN
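Test system: GST-NR2E3 and biotin-RetCOR proteins | Quantity: 1.35 nM GST-tagged NR2E3 final | Medium: Tris pH 7.5 | Also added: 7 nM biotin-RetCOR | Dosing: Compound at 4.8 µM, single dose | Timing: 5 h at 4 °C | Detection: Time-resolved FRET | Read-out basis: Percent inhibition | Benchmarks: Biotin wells as high control, 0.6% DMSO wells as low control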
NR2E3 ag-2: human photoreceptor-specific nuclear receptor agonism. hit rate 0.35% among 360,000. AID 602229. Q9Y5X4. inhibition of corepressor binding, % at 3.98 µM. CHO-S Gal4-NCOR/VP16-NR2E3 two-hybrid, luciferase;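 active = inhibition above the mean of all tested compounds plus 3 SD, cut at about 70% in these data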;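 also: 0% = DMSO with NR2E3 transfected cells and 100% = cells lacking NR2E3 construct; higher means lower luciferase signal from less NR2E3 corepressor binding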
Shn3 inh set2: inhibitors of Schnurri-3 3'UTR reporter in osteoblasts; inhibition, % at 12.5 µM; Clone20 osteoblast Shn3 3'UTR firefly luciferase, 24 h; hit rate 0.52% among 360,000; AID 588674;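 active = mean inhibition of at least 75% with every replicate also reaching 75%; inconclusive = mean inhibition at least 75% but some replicate below; inactive = mean inhibition below 75%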;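 also: 0% = median of neutral control wells and 100% = pilot-screen positive control compound; some compounds past the cut are filed as inactive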
PDI turbidity: PDI (human) enzyme inhibition | inhibition, % at 10 µM | hit rate 0.052% among 350,000 | PDI insulin aggregation turbidity, A650, 90 min;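 active = mean inhibition across replicates of 30% or more, whatever share of single replicates reach that level; inconclusive = mean inhibition below 30% while every single replicate reaches 30%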;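 also: absorbance from insulin aggregation driven by PDI reduction with DTT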
Target sequence (P07237 whole entry, looked up): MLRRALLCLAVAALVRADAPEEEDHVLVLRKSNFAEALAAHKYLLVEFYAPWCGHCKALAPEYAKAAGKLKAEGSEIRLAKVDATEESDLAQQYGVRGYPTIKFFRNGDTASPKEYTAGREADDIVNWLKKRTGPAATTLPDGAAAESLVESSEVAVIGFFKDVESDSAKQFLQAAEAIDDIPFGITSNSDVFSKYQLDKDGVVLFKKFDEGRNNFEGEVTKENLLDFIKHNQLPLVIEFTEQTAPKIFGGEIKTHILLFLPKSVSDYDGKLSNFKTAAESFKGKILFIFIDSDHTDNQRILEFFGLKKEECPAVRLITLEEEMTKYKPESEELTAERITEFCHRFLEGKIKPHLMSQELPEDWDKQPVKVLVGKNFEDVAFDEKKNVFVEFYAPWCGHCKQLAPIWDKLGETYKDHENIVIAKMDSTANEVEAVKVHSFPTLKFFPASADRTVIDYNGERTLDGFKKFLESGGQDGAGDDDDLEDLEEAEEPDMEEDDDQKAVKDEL
TRPM1 prom inh: reduces MITF-dependent TRPM1 promoter luciferase signal; SK-MEL-5 TRPM1 promoter luciferase, 24 h; inhibition, % at 12.5 µM; hit rate 0.83% among 330,000;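 active = mean inhibition across replicates of 60% or more, whatever share of single replicates reaches that level; inconclusive = some that reach 60%, reason not given; inactive = mean inhibition across replicates below 60%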; also: values of inactives mirror those of a sister screen read the other way
Peg3 promoter: reduces Peg3 promoter-driven luciferase expression in HeLa. HeLa PEG-Prom luciferase reporter, luminescence, overnight. inhibition, % at 20 µM. hit rate 1.7% among 360,000;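 active = inhibition of at least 50% at 20 µM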
CF NFkB inh: blocks PAF-induced NF-kB reporter in cystic fibrosis cells. hit rate 0.86% among 360,000. inhibition, % at 5 µM. AID 588850. KKLEB NF-kB-GFP reporter, GFP fluorescence overnight;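 active = at least 50% inhibition at 5 µM, scaled per plate between neutral and stimulator controls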;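 also: PAF is a Pseudomonas aeruginosa culture filtrate used as stimulus; plate controls were PAF-stimulated DMSO wells for no effect and unstimulated DMSO wells for full effect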
* hit, by the source's call; ? = inconclusive; / = not tested or not shown.

SMILES	Vif inh	CaV13 FRET inh	HIF-2a inh	KKLEB tox	NR2E3 ag-1	NR2E3 ag-2	Shn3 inh set2	PDI turbidity	TRPM1 prom inh	Peg3 promoter	CF NFkB inh
COc1ccc(/C=C2\SC(=O)N(CCC(=O)N3CCN(C)CC3)C2=O)cc1	-8	-2	-117	-3	-2	-50	-9	7	-7	-138	-3
COc1ccc(OCCCC(=O)N(CCC2=CCCCC2)c2c(N)n(Cc3ccccc3)c(=O)[nH]c2=O)cc1	-3	-5	16	-4	2	-1	27	-13	9	3	26
CC(NC(=O)C1CC1)C(c1cccs1)N1CCN(c2ccccc2)CC1 (configuration not stated)	-4	-3	3	1	-1	-5	1	/	3	2	-13
Cc1ccc(/C(N)=N/OC(=O)c2ccc(C)cc2Cl)cc1	2	5	-65	-64*	0	1	-22	-2	14	-84	-7
CCC1CCCCN1CCNC(=O)CCS(=O)(=O)c1ccc(Br)cc1 (configuration not stated)	0	-5	12	3	-3	6	7	11	7	3	4
O=C(N/N=C/c1cccnc1)C(O)c1ccccc1 (configuration not stated)	-5	0	15	-1	5	8	23	-21	-10	7	4
Cc1ccc(C(=O)NNC(=O)C2CC2)cc1Br	4	-5	-11	7	1	2	0	-4	-1	-19	10
COc1cc(CN2C[C@@H](CO)O[C@@H](n3cnc4c(NC(C)C)ncnc43)C2)cc(OC)c1OC	-2	-9	4	1	/	-37	-20	-2	/	0	-6
Cc1cccc(OS(=O)(=O)NC(=O)OCC2CCCN3CCCCC23)c1 (configuration not stated)	-12	-4	14	-4	-1	-4	5	-6	-2	1	0
Oc1ccc2ccccc2c1N=Nc1nccs1	9	-5	11	-7	1	-19	93*	9	24	98*	2
O=C(COc1ccc(-n2cnnn2)cc1)Nc1cc(Cl)cc(Cl)c1	?	-6	14	-16	/	4	23	0	5	25	15
CCOc1ccc(C(=O)Nc2ccc(CN3CCOCC3)cc2)cc1Br	-13	-2	-65	-10	/	-15	8	-2	-5	-21	15
Cc1cc(/C=N/NC(N)=O)c(C)c(CO)c1	/	-7	1	5	4	2	-2	4	15	-4	4
Cn1c(C(=O)N2CCN(c3ncccn3)CC2)cc2c(=O)n(C)c3ccccc3c21	5	10	19	6	-1	-24	-4	/	5	16	-9
N#Cc1nc(-c2ccc(Cl)cc2)oc1NCc1ccco1	-4	-5	-181	-5	0	-153	-77	4	-68	-188	10
COc1cc(S(=O)(=O)N2CCC(c3nc4ccccc4s3)CC2)ccc1S(=O)(=O)N1CC(C)CC(C)C1 (configuration not stated)	-2	/	-7	4	-3	-11	4	-16	2	5	-13
O=C(NCC(O)c1ccccc1)c1ccc(Cl)c(S(=O)(=O)N2CCCC2)c1 (configuration not stated)	-6	/	-163	9	-3	-17	-12	-2	-34	-147	-16
COc1cccc(C(=O)Nc2c(C)nn(-c3ccccc3)c2C)c1	-4	12	7	12	-1	0	6	-7	-19	20	-13
CCOC(=O)C(C)Oc1cccc2c(=O)n(CC(=O)NCc3ccccc3)ccc12 (configuration not stated)	30	-2	22	-13	2	2	23	-5	49	-18	28
Oc1ccc(C=NNc2nc3ccccc3s2)c(O)c1	-18	-6	-259	2	/	-150	58	-4	12	-93	-14
COc1ccc(-c2nnc(SCC(=O)N3CCOCC3)n2C)cc1OC	-1	-6	11	-5	3	-7	-6	-7	19	26	3
CC(C)CC(N=Cc1c(O)c2ccccc2oc1=O)C(=O)O (configuration not stated)	18	-3	15	-7	3	-8	13	-1	13	18	13
Cc1ncc(C[n+]2ccc(C)c(C)c2)c(N)n1	1	-10	-7	2	4	5	9	10	-7	-2	13
Cc1ccc(N2C(=O)C3C4C=CC(CNC(=S)N5CCN(c6ccccn6)CC5)(O4)C3C2=O)cc1 (configuration not stated)	-6	-4	-3	-3	-1	3	/	4	13	22	-2
Cc1cccc(NS(=O)(=O)c2ccc3c(c2)CCN3C(=O)CCC(=O)O)c1	-9	-5	11	-4	0	-8	3	4	1	9	-2
COC(CNS(=O)(=O)c1ccc(Cl)cc1)c1ccccc1 (configuration not stated)	3	-5	16	-2	1	-4	3	-4	0	7	14
Cc1ccc(C(=O)NNC(=S)Nc2cccc3ccccc23)s1	-2	/	-238	3	1	-114	-29	4	0	-261	-6
COc1nc(OC)nc(N(C)CCO)n1	/	0	8	13	4	-8	4	-1	5	-4	-19
Cc1ccc(NC(=O)C2CC(=O)N(c3ccc4c(c3)OCCO4)C2)cc1S(=O)(=O)N(C)C (configuration not stated)	-3	-7	-1	-7	-1	-32	9	-2	5	14	18
CN(C)C(=O)CSc1nnc(-c2cccs2)n1-c1ccccc1	-5	2	-1	-1	0	3	17	3	3	-7	-6
CCC(=O)Nc1cccc(NC(=S)NC(=O)c2ccccc2C)c1	-6	-2	-142	5	2	-42	-22	1	-48	-141	0
CC1CCN(c2ccc(NC(=O)c3ccc([N+](=O)[O-])o3)cc2)CC1	-3	-6	53*	-98*	-3	15	91*	-2	81*	106*	95*
CCCCCCNC(=O)c1cc(S(=O)(=O)N2CCc3ccccc32)ccc1F	2	-2	3	-4	5	-34	11	-7	20	16	11
Cc1nonc1-c1csc(N)n1	19	-6	-5	1	1	-28	-16	-7	-6	0	5
CCOc1ccc(NC(=O)c2nn(C)c(C(=O)Nc3ccc(OCC)cc3)c2[N+](=O)[O-])cc1	6	-20	15	9	-5	22	-15	-2	1	6	-9
CC1CCC/C=C/C(=O)c2c(O)cc(O)cc2CC(=O)O1 (configuration not stated)	0	/	91*	-5	-2	-24	87*	/	92*	106*	82*
CC(=O)N1CCN(c2ccc(NC(=O)c3ccc4ccccc4c3)cc2)CC1	-5	-3	-185	10	4	-25	-39	-23	-28	-146	-5
COc1ccc(C(=O)Cn2c(=O)c(CCC(=O)O)nn3c4ccccc4nc23)cc1OC	24	/	0	-16	-3	-40	-1	5	5	6	1
Cc1cc(S(=O)(=O)NCc2ccccn2)c(Cl)cc1Cl	-2	-5	13	-5	0	-17	6	-5	-2	3	-14
CCN1CCCC1CNC(=O)CN(C)S(=O)(=O)c1ccc(Cl)cc1 (configuration not stated)	12	-4	2	14	0	-27	-1	-7	-5	9	-5
C/C(=N\NC(=O)c1cccc(Br)c1)c1ccccn1	2	-2	-87	-12	3	-28	?	3	58	-64	-38
CC1CCCCN1C(=O)Cn1cc(C#N)c2ccccc21 (configuration not stated)	/	/	12	-4	1	-11	3	-14	8	12	-8
CCCCn1c(N)c(N(CCOC)C(=O)CC2CCCCC2)c(=O)[nH]c1=O	-2	-7	9	2	/	1	-7	-6	1	-2	0
COc1cccc(NC(=O)CN(C)C(=O)c2cn(-c3ccccc3)nc2-c2cccs2)c1	-8	-5	-19	-8	0	-23	12	-3	-6	14	-5

Three entries from above, sorted by the value under CaV13 FRET inh, descending:
SMILES	Vif inh	CaV13 FRET inh	HIF-2a inh	NR2E3 ag-1	NR2E3 ag-2	Shn3 inh set2	PDI turbidity	TRPM1 prom inh	Peg3 promoter	CF NFkB inh
COc1cccc(NC(=O)CN(C)C(=O)c2cn(-c3ccccc3)nc2-c2cccs2)c1	-8	-5	-19	0	-23	12	-3	-6	14	-5
O=C(COc1ccc(-n2cnnn2)cc1)Nc1cc(Cl)cc(Cl)c1	?	-6	14	/	4	23	0	5	25	15
COc1cc(CN2C[C@@H](CO)O[C@@H](n3cnc4c(NC(C)C)ncnc43)C2)cc(OC)c1OC	-2	-9	4	/	-37	-20	-2	/	0	-6

Of the compounds above, 12 contain a halogen:
SMILES	Vif inh	CaV13 FRET inh	HIF-2a inh	KKLEB tox	NR2E3 ag-1	NR2E3 ag-2	Shn3 inh set2	PDI turbidity	TRPM1 prom inh	Peg3 promoter	CF NFkB inh
Cc1ccc(/C(N)=N/OC(=O)c2ccc(C)cc2Cl)cc1	2	5	-65	-64*	0	1	-22	-2	14	-84	-7
CCC1CCCCN1CCNC(=O)CCS(=O)(=O)c1ccc(Br)cc1 (configuration not stated)	0	-5	12	3	-3	6	7	11	7	3	4
Cc1ccc(C(=O)NNC(=O)C2CC2)cc1Br	4	-5	-11	7	1	2	0	-4	-1	-19	10
O=C(COc1ccc(-n2cnnn2)cc1)Nc1cc(Cl)cc(Cl)c1	?	-6	14	-16	/	4	23	0	5	25	15
CCOc1ccc(C(=O)Nc2ccc(CN3CCOCC3)cc2)cc1Br	-13	-2	-65	-10	/	-15	8	-2	-5	-21	15
N#Cc1nc(-c2ccc(Cl)cc2)oc1NCc1ccco1	-4	-5	-181	-5	0	-153	-77	4	-68	-188	10
O=C(NCC(O)c1ccccc1)c1ccc(Cl)c(S(=O)(=O)N2CCCC2)c1 (configuration not stated)	-6	/	-163	9	-3	-17	-12	-2	-34	-147	-16
COC(CNS(=O)(=O)c1ccc(Cl)cc1)c1ccccc1 (configuration not stated)	3	-5	16	-2	1	-4	3	-4	0	7	14
CCCCCCNC(=O)c1cc(S(=O)(=O)N2CCc3ccccc32)ccc1F	2	-2	3	-4	5	-34	11	-7	20	16	11
Cc1cc(S(=O)(=O)NCc2ccccn2)c(Cl)cc1Cl	-2	-5	13	-5	0	-17	6	-5	-2	3	-14
CCN1CCCC1CNC(=O)CN(C)S(=O)(=O)c1ccc(Cl)cc1 (configuration not stated)	12	-4	2	14	0	-27	-1	-7	-5	9	-5
C/C(=N\NC(=O)c1cccc(Br)c1)c1ccccn1	2	-2	-87	-12	3	-28	?	3	58	-64	-38
